D2 agonist = agonists of human D2 dopamine receptor; hit rate 0.53% among 340,000; activation, % at 2 µM; AID 485358; HEK293 T-REx D2 cells, calcium flux agonist mode; P14416;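 active = activation over 3 SD above normal in the single-dose calcium agonist read, cut at about 30% in these data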; note: 0% is about no effect
Target sequence (P14416 whole entry, looked up): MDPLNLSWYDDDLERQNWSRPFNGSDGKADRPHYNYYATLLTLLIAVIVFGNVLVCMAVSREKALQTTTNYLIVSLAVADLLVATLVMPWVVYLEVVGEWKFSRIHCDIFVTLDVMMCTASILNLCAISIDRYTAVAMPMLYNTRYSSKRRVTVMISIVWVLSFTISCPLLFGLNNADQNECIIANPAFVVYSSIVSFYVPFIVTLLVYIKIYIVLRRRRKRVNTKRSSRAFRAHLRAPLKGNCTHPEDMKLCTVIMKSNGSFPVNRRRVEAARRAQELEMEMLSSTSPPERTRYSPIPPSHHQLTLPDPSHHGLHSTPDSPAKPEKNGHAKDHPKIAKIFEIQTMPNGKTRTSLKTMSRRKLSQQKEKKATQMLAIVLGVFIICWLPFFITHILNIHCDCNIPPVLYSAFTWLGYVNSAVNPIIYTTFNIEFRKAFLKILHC
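Agonism is scored from calcium flux in a force-coupled, inducible HEK293 cell line expressing D2, read kinetically for 180 s after compound addition against dopamine controls.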
D2 antagonist = antagonizes the human D2 dopamine receptor | HEK293 TREx D2 cells, calcium flux, dopamine EC80 | inhibition, % at 10 µM | hit rate 2% among 340,000 | AID 485344 | P14416; in the data active = inhibition above about 30%; note: 0% is about no effect
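Read-out: kinetic calcium fluorescence (1 cycle/s) in inducible HEK293 T-REx D2 cells after an EC80 dopamine addition that followed 180 s compound preincubation. Loss of the dopamine response indicates antagonism.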
ERG Ets-DNA blk = blocks human ERG Ets domain binding to DNA; hit rate 0.028% among 370,000; AID 624246; fluorescence polarization, His-ERG Ets domain / labelled DNA; Potency, µM (titrated, usually from 76.9 µM), inactives show at the highest dose FP activity, negative = inhibition, actives largely listed as inhibitors; P11308; active = well fitted inhibition curve with a large enough effect in the polarisation, with a control signal flat; inconclusive = small, poorly fitted or top-dose-only effect, or effect the other way, or a change in a side signal; inactive = no such curve, though single readings can be large or run the other way; the % refers to the polarisation;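 note: polarization taken with two DNA probes labelled with fluorescein and Texas red; potency is the fitted concentration of half-maximal effect; % of control where 0% means no effect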
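His-tagged ERG Ets domain (1 uM in the protein solution; 300mM KCl, 50mM Tris-HCl, 1mM EDTA, 1mM DTT, pH 7.5) received compound, then a probe mix of 5 nM fluorescein-DNA and 100nM Texas-615-DNA. Fluorescence polarization was read for both dyes.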
ALOX12 inh = blocks human arachidonate 12S-lipoxygenase; P18054; Potency, µM (titrated, usually from 108 µM), inactives show top-dose activity change, negative = inhibition, hits mostly inhibitors; hit rate 1.1% among 580,000; purified 12hLO, xylenol orange hydroperoxide absorbance; note: potency is the fitted concentration of half-maximal effect; % is set by controls: 0 for no effect and ±100 for the full control effect
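Hydroperoxide product was detected by ferrous iron/xylenol orange as the 573 to 405 nm absorbance ratio. Arachidonic acid at 40 uM (final) was turned over for 30 min at room temperature by 150 nM human 12hLO, pH 7.0 Hepes buffer, after 15 min compound preincubation.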
LDHA inh = inhibitors of human lactate dehydrogenase A | P00338 | purified LDHA, NADH/diaphorase-resazurin fluorescence; active compounds read low | activity change, % (values are at about 110 or 230 µM) | hit rate 0.15% among 480,000; in the data active = activity change below about -30%; inconclusive = mostly about -25% to -30%;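 note: plate controls were DMSO wells for no effect and wells without enzyme for full effect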
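Human LDH5 (2 nM) was incubated with 0.06 mM NADH and 0.2 mM pyruvate for 5 min at room temperature in Tris pH 7.4. Remaining NADH was coupled through diaphorase/resazurin, and resorufin fluorescence was read at 0 and 20 min.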
Vif-A3G inh = blocks the Vif interaction with human APOBEC3G. hit rate 0.076% among 410,000. HeLa A3G-eYFP + Vif (tagged APOBEC3G with the HIV-1 protein that degrades it), YFP fluorescence, overnight. AID 602310. Potency, µM (top dose mostly 46.1 µM), for the others: top-dose activity, negative = active, actives largely listed as inhibitors;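 note: potency is the fitted concentration of half-maximal effect; % is set by controls: 0 for no effect and ±100 for the full control effect; nearly all actives have a fitted effect of over 60% in size; hits raise eYFP signal because A3G escapes Vif-driven loss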
Target sequence (Q9HC16 whole entry, looked up): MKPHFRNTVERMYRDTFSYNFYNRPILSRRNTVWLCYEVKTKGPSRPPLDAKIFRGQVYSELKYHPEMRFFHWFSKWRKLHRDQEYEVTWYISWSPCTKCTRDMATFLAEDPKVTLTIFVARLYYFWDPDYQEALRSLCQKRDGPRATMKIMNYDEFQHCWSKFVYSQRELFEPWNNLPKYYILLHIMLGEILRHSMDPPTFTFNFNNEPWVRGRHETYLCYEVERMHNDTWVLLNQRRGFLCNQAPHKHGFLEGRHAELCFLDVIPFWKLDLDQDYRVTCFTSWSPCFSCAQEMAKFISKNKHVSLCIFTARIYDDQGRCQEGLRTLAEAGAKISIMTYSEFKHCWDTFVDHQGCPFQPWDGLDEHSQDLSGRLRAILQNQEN
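HeLa cells stably expressing Vif and C-terminally eYFP-tagged A3G, seeded overnight at 37 deg C, then exposed to compound by pintool overnight at 37 deg C. Rise in yellow fluorescence (Ex 488/Em 500-530, Acumen) marks blocked Vif-driven A3G degradation.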
Glioma ERSR ind = inducers of ER stress response in human glioma cells; U87-MG GRP78 promoter luciferase reporter, 16 h; Potency, µM, inactives show at the highest dose activation, actives largely listed as activators; hit rate 0.02% among 420,000; AID 602332; note: potency is the fitted concentration of half-maximal effect; series mostly up to about 76 µM; % of control where 0% means no effect; nearly all actives have a fitted effect of over 35% in size
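Stably transfected U87-MG human glioma cells carrying a GRP78-based luminescent sensor were seeded at 1000 cells/well, pin-dosed with compounds and incubated 16 h. Luciferase reagent was then added, and end-point luminescence was read after 10 min at room temperature.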
RGS4 inh = blocks human RGS4-accelerated GTP hydrolysis; P49798; hit rate 0.039% among 390,000; AID 504845; Potency, µM (doses to about 114 µM), for inactives: at the highest dose activity change, negative = inhibition, hits mostly inhibitors; Transcreener GDP fluorescence polarization, RGS4-accelerated GTP hydrolysis; note: potency is the fitted concentration of half-maximal effect; % is set by controls: 0 for no effect and ±100 for the full control effect; nearly all actives have a fitted effect of over 75% in size; some results filed as inactive show a strong effect at the top dose
Target sequence (P49798 whole entry, looked up): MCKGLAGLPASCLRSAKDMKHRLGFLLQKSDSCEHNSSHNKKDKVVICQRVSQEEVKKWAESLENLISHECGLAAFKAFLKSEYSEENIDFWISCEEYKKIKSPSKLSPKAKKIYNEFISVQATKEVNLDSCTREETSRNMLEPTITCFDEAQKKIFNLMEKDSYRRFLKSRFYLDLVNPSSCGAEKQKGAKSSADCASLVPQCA
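MLSMR compounds (23 nl, pin-transferred) preincubated 10 min at room temperature with a 500nM (2x) first reagent, then RGS4 at 900nM (2x) plus Transcreener GDP mix added; fluorescence polarization (620/688 nm) read before and after 90 min at 30 °C.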
Vif-APOBEC3F blk = inhibitors of Vif-A3F interaction; HeLa A3F-eYFP + Vif (tagged APOBEC3F with the HIV-1 protein that degrades it), YFP fluorescence increase; Potency, µM (highest dose often 46.1 µM), without a hit: top-dose activity, negative = active; hit rate 0.2% among 390,000; AID 602313; note: potency is the fitted concentration of half-maximal effect; % of control where 0% means no effect; nearly all actives have a fitted effect of over 65% in size
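Fluorescence increase (Ex 488/Em 500-530) after overnight compound treatment at 37 deg C flags inhibition of Vif-driven A3F-eYFP loss in stable HeLa A3F-eYFP/Vif cells seeded overnight beforehand.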
* hit, by the source's call; ? = inconclusive; . = no result given; & = joins results of further samples; [ ] = dose if it differs, or a comment. Unless noted, calls come from the whole dose curve; as a rule, active = well fitted curve in the direction sought with a large enough effect; inconclusive = small, poorly fitted or top-dose-only effect, or another doubt; inactive = no such curve, though single readings can be large; an effect the other way counts as inactive or inconclusive. This is a subset, so the mix of outcomes need not match the whole.

SMILES	D2 agonist	D2 antagonist	ERG Ets-DNA blk	ALOX12 inh	LDHA inh	Vif-A3G inh	Glioma ERSR ind	RGS4 inh	Vif-APOBEC3F blk
Cc1cnc(NC(=O)c2ccc(OCC3CCCO3)cc2)s1 (centres undefined)	2.2	0.5	4.8%	-1.0%	-11.8	-2.9%	-15.4%	0.2%	-2.9%
CC(C(=O)OCC(=O)Nc1ccc2c(c1)OCO2)N1C(=O)c2ccccc2C1=O (centres undefined)	1.4	7.7	3.1%	?	2.3	0.9%	-1.6%	-1.8%	-0.4%
COc1ccc2c(c1)CC/C2=N\OC(=O)c1ccccc1OC	-1.5	-11.0	9.4%	12.0%	-2.2	6.3%	2.5%	-21.6%	-8.0%
Cc1ccc2c(c1)N(C(=O)CCC(=O)NCc1ccccc1)CC(C)O2 (centres undefined)	0.3	-9.4	-1.8%	5.7%[57.4 µM]	-6.4	0.3%	1.6%	9.0%	3.2%
NS(=O)(=O)c1cccc(NC(=O)CSc2nnc(C3CC3)n2-c2ccccc2)c1	.	.	-3.4%	?	-3.9	-0.9%	-2.0%	-16.7%	6.7%
CC(C)N(Cc1nc(-c2ccccc2)no1)C(=O)CSc1ccccc1	-0.4	2.4	0.2%	-9.0%	-2.4	1.7%	0.0%	11.1%	-4.4%
CC(C)CCn1cnc2c(NCc3ccccc3)ncnc21	0.4	-13.5	-7.9%	-17.4%	-5.8	-5.1%	2.8%	-12.5%	-1.4%
N#Cc1nc(-c2ccc(OCc3ccc(Cl)cc3)cc2)oc1NCc1cccnc1	-0.6	-17.0	-6.4%	0.0%	-3.4	-3.6%	4.1%	9.5%	-1.8%
Cc1ccc(SCC(=O)N/N=C/c2ccco2)cc1	0.4	-6.4	6.3%	0.0%	-4.9	0.0%	0.0%	6.7%	-2.3%
CC(=O)c1cccc(-c2ccnc3c2CC(C(=O)NCc2ccc(N4CCN(C)CC4)cc2)O3)c1 (centres undefined)	.	.	.	?	-1.3	0.1%	-0.1%	.	.
CC(C)CNc1nc(N)c([N+](=O)[O-])c(NCC2CCCO2)n1 (centres undefined)	3.2	10.3	4.5%	-10.7%	0.4	-0.8%	-4.5%	-18.2%	8.2%
O=c1nc2ccccn2c2ccc(S(=O)(=O)N3CCCCC3)cc12	-0.9	10.9	-5.6%	5.0%	-7.2	1.1%	-3.4%	4.0%	7.9%

Complete entries, looked up by structure.
CC(C)CCn1cnc2c(NCc3ccccc3)ncnc21 is listed with D2 agonist: 0.4; D2 antagonist: -13.5; ERG Ets-DNA blk: -7.9%; ALOX12 inh: -17.4%; LDHA inh: -5.8; Vif-A3G inh: -5.1%; Glioma ERSR ind: 2.8%; RGS4 inh: -12.5%; Vif-APOBEC3F blk: -1.4%
CC(=O)c1cccc(-c2ccnc3c2CC(C(=O)NCc2ccc(N4CCN(C)CC4)cc2)O3)c1 (centres undefined) is listed with D2 agonist: .; D2 antagonist: .; ERG Ets-DNA blk: .; ALOX12 inh: ?; LDHA inh: -1.3; Vif-A3G inh: 0.1%; Glioma ERSR ind: -0.1%; RGS4 inh: .; Vif-APOBEC3F blk: .

The listing continues:
SMILES	D2 agonist	D2 antagonist	ERG Ets-DNA blk	ALOX12 inh	LDHA inh	Vif-A3G inh	Glioma ERSR ind	RGS4 inh	Vif-APOBEC3F blk
C=CCOc1nc2c(c(=O)n(C)c(=O)n2C)n1C	0.6	3.2	-8.1%	2.7%	-2.3	-0.5%	-3.4%	-4.0%	-22.4%
O=C1CC(C2CCCO2)C(=O)N1Cc1ccccc1 (centres undefined)	-0.1	10.7	2.9%	?	-1.8	-4.2%	-2.1%	-1.1%	-9.0%
Cc1ccc(NC(=O)CN(C)C(=O)c2cn(Cc3ccccc3)nc2-c2cccnc2)cc1	-0.8	-1.5	3.7%	-15.3%	-5.1	-0.3%	-5.1%	20.9%	-17.1%
O=C(Nc1cccc(O)c1)C1CC(c2ccc(Cl)cc2)=NO1 (centres undefined)	-0.1	18.0	-3.4%	40.2%[activator]	-4.9	3.3%	-1.6%	-17.4%[56.9 µM]	-28.7%
CCN1CCN(c2ccc(S(=O)(=O)N3CCCCC3)cc2NC(=O)Cc2ccc(OC)cc2)CC1	1.3	-0.8	3.5%	357.3%[activator]	-0.6	-5.0%	-0.6%	17.5%	-5.9%
CCCN1CCN(CCCNC(=O)C2CCN(c3nnc(-n4c(C)ccc4C)s3)CC2)CC1	0.3	0.8	-9.7%	6.1%	1.2	-5.6%	1.1%	34.0%	5.9%
COC(=O)c1cc(S(=O)(=O)NCc2ccc(F)cc2)cn1C	-0.3	-23.0	5.3%	4.9%[57.4 µM]	0.1	1.5%	-4.8%	-15.5%	0.1%
COc1ccc(-c2csc(C(C)(O)c3ccccc3)n2)cc1OC (centres undefined)	.	.	.	-17.4%	-0.1	1.2%	5.9%	.	.
NC(=O)CC1SC(N)=NC1=O (centres undefined)	-0.7	12.6	11.5%	-11.6%	3.5	1.9%	-2.5%	3.3%	-5.9%
Cc1ccc(-c2ccc(=O)n(CC(=O)NCC3COCCO3)n2)cc1 (centres undefined)	-0.7	3.7	-0.9%	-19.2%	-5.0	4.4%	-1.7%	-10.0%	-6.7%
Cc1noc(/C=C/c2ccccc2F)c1S(=O)(=O)N1CCC(C(=O)NCc2ccco2)CC1	-0.9	.	-2.1%	-2.5%	0.0	5.2%	-1.3%	11.1%	-9.2%
Cc1cc(NC(=O)CSc2nnc(-c3ccccc3Cl)o2)no1	-0.8	9.7	-6.0%	-10.4%	-1.8	4.6%	0.1%	25.4%	-4.1%
COc1ccc(Cc2c(-c3ccccc3)nc3c4ccccc4ccn23)c(C)c1	.	.	.	-11.3%	-5.8	-7.7%	1.7%	.	.
Cc1noc(N)c1C(=O)Nc1ccc(F)cc1	-0.3	13.4	-11.1%	12.1%	-1.9	0.4%	-6.2%	-18.4%[11.4 µM]	-12.0%
O=C(Cc1ccsc1)N1CCN(S(=O)(=O)c2cccc(F)c2)CC1	0.1	5.2	-0.9%	7.2%	-7.0	-3.4%	0.9%	5.9%	-1.5%
CN(C(=O)c1cccc(NC(=O)Cc2cccc(NC(=O)C3CCN(S(=O)(=O)c4cccc([N+](=O)[O-])c4)CC3)c2)c1)C1CC1	.	.	-20.6%	-17.7%	-4.4	0.6%	-2.9%	-36.5%	5.5%
O=C(Oc1ccc(/C=N/O)cc1)c1ccccc1Cl	-1.5	5.0	-1.2%	-9.4%	1.0	-4.8%	0.8%	-4.5%	2.1%
Cc1cc(O)c(-c2n[nH]c3c2C(c2cccc(O)c2)N(Cc2cccnc2)C3=O)cc1Cl (centres undefined)	-1.1	3.9	-0.6%	?	-4.0	?	-0.9%	-22.7%	-0.7%
COc1cccc(NC(=O)CCC(=O)N2CC(C)Oc3ccc(C)cc32)c1 (centres undefined)	0.0	20.8	19.7%	5.0%	-1.8	-0.3%	-1.0%	8.9%	0.6%
O=C(Nc1ccc(Cl)c(Cl)c1)O/N=C/c1ccncc1	-0.2	5.8	0.8%	-29.3%	-5.0	3.6%	-5.2%	18.3%	0.7%
CCOc1ccccc1C(=O)OC(C)C(=O)Nc1ccc(S(=O)(=O)N2CCCC2)cc1 (centres undefined)	-0.3	9.8	2.8%	-16.7%	-0.9	1.1%	-2.7%	6.8%	-18.3%
CC12CCC(C(=O)N(NC(=O)c3cccnc3)C1=O)C2(C)C (centres undefined)	0.2	3.9	4.1%	-12.9%	-7.1	-5.6%	-0.7%	75.8%[activator]	5.1%
CCOc1ccccc1NC(=O)C1=C(C)Nc2ncnn2C1c1ccco1 (centres undefined)	-1.0	.	8.8%	-15.8%	-0.1	-13.8%	-4.0%	-7.5%	-3.7%
COc1cccc(C(=O)NCC(c2ccc3c(c2)OCO3)N2CCN(c3ccc(F)cc3)CC2)c1 (centres undefined)	0.0	-26.6	-1.4%	3.6%	-0.3	5.2%	-0.5%	-7.0%	14.3%
Cc1nc2sccn2c(=O)c1S(=O)(=O)Nc1ccc(N2CCN(S(C)(=O)=O)CC2)cc1	-1.9	4.4	1.3%&10.8%	?	16.2&4.2	-6.8%&-2.4%	-3.1%&-5.4%	-3.1%&9.5%	-1.1%&-9.4%
COc1cccc(NC(=O)CSc2nnc(-c3cc(-c4ccccn4)nc4ccccc34)o2)c1	0.9	-2.4	-5.9%	86.4%[activator]	-5.1	-5.4%	-0.2%	4.4%	-7.4%
O=C(NCc1cccc(Cl)c1)c1ccc(-n2ccnc2)c2ccoc12	.	.	.	39.8µM*	-1.3	-8.3%	0.2%	.	.
COc1ccc(C)cc1NC(=O)n1ncc2cc(Cl)ccc21	1.1	8.9	-9.1%	.	-1.5	-4.7%	-1.8%	2.5%	3.3%

Assay outcomes as filed in PubChem BioAssay.
